Source: PubChem
TRPML3 ag – human mucolipin-3 channel agonism | Q8TDD5 | HEK293 TRPML3-YFP, Fluo-8 calcium fluorescence; 100% = the carbachol control signal | activation, % at 3 µM | 0.29% of 220,000 active;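 active = activation above its plate's cutoff, the mean activation of the plate's test wells plus 3 SD, cut at about 12% in these data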;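 also: 0% = DMSO only wells and 100% = carbachol wells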
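system = HEK293 cells stably carrying human TRPML3-YFP | doses = one concentration, 3 µM nominal, 0.3% DMSO | timing = dye loading 1 h 37 °C then 30 min ambient, 125 s read | detection = Fluo-8 calcium dye fluorescence, ex 470-495, em 515-575 nm | benchmarks = high control carbachol 87 µM, low control DMSO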
S1P4 agonist – activates the human S1P4 receptor; activation, % at 4.98 µM; O95977; AID 1509; S1P4-expressing cell line, agonist reporter assay; 0.35% of 220,000 active; in the data active = activation above about 11%;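 also: 0% = DMSO vehicle and 100% = reference agonist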
Target sequence (O95977 whole entry, looked up): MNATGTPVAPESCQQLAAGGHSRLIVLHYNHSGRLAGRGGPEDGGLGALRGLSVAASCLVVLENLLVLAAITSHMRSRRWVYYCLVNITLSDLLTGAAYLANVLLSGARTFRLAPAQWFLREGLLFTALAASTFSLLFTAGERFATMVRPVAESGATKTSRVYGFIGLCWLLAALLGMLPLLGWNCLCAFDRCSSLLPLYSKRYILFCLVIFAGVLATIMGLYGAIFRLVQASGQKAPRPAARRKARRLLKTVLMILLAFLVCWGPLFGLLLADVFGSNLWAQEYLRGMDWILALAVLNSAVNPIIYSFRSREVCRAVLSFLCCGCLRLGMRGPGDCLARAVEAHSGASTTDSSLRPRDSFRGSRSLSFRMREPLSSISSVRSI
m-calpain inh – inhibitors of pig calpain II. purified calpain II, fluorogenic peptide substrate, 30 min. inhibition, % at 16 µM. 0.37% of 220,000 active;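 active = inhibition above about 50%, limit read from the data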
TRPN1 ag – activates the zebrafish TRPN1 channel | HEK293 zebrafish TRPN1-YFP, Fluo-8 calcium fluorescence; 100% = response to 87 µM carbachol | activation, % at 3 µM | 0.18% of 220,000 active | AID 1424;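 active = activation above its plate's cutoff, the mean activation of test wells on that plate plus 3 SD, cut at about 19% in these data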;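 also: 0% = DMSO alone and 100% = 87 µM carbachol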
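Material: zebrafish TRPN1-YFP in HEK293 cells. Doses: one dose of 3 µM, 0.3% DMSO. Incubation: dye 1 h 37 °C plus 30 min RT. Measured by: intracellular calcium fluorescence with Fluo-8.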
PERK inh – inhibitors of human PERK kinase. Q9NZJ5. CHO PERK-DD fusion, SEAP luminescence translation reporter. inhibition, % at 5.6 µM. 0.17% of 220,000 active. AID 1416;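 active = inhibition above the mean inhibition of all tested compounds plus 3 SD, set separately per screening campaign, cut at about 2.9% in these data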;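 also: PERK kinase domain activated by AP20187 dimerizer at 100 nM; 0% = DMSO with dimerizer and 100% = rapamycin at 8.4 µM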
Ba/F3 V617F tox – lowers viability of Ba/F3 cells expressing EpoR and JAK2V617F | ATP luminescence | inhibition, % at 5.6 µM | 1.1% of 220,000 active;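 active = inhibition above the campaign mean plus 3 SD over all tested compounds, cut at about 24% in these data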;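 also: cytokine-independent growth of Ba/F3 cells driven by EpoR plus mutant JAK2; 0% = DMSO-treated cells and 100% = JAK inhibitor I control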
S1P4 antagonist – human S1P4 receptor antagonism | O95977 | S1P4-expressing cells, antagonist mode, reporter read-out | inhibition, % at 4.98 µM | 0.26% of 220,000 active; in the data active = inhibition above about 29%;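 also: 0% = wells stimulated with agonist and 100% = vehicle wells without agonist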
EP2 mod – modulators of human EP2 prostaglandin E2 receptor; EP2-expressing cells, cAMP HTRF FRET, PGE2 co-stimulation; induction, % at 25 µM; 0.83% of 260,000 active; AID 940;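 active = compounds whose cAMP rise, as percent of the full-agonist control response, exceeds 60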;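 also: rat C6 glioma line stably carrying human EP2 under a CMV promoter; the protocol text gives 20 µM as final concentration; 100% = response of wells given 1 µM PGE2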
Target sequence (P43116 whole entry, looked up): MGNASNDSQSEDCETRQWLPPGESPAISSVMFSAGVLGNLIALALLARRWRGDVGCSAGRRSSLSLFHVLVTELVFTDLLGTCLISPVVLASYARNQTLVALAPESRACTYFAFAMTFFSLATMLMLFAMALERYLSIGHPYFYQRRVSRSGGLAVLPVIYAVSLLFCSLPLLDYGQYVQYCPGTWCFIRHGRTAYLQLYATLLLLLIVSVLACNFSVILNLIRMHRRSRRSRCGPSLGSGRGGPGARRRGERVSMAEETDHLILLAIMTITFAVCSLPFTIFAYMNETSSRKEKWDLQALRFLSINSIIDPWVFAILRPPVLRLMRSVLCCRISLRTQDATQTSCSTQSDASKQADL
BaF3 parental – counter-screen for JAK2V617F inhibitors: parental Ba/F3 viability inhibitors; CellTiter-Glo ATP luminescence; inhibition, % at 5.6 µM; 1.1% of 220,000 active; AID 1486;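 active = inhibition above a per-campaign cutoff, the mean inhibition of all tested compounds plus 3 SD, cut at about 27% in these data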;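 also: 0% = DMSO wells and 100% = JAK Inhibitor I control wells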
Active calls of the source: *; & = joins results of further samples. Rows were taken by chance; 3.6% or so of the library scored in one or more.

Screening Cc1ccccc1OCC(=O)NCc1ccccc1 returned TRPML3 ag -0.7, S1P4 agonist -0.6, m-calpain inh 32, TRPN1 ag 0.1, PERK inh -0.3, Ba/F3 V617F tox 2, S1P4 antagonist -73, EP2 mod 7 and BaF3 parental 4.
For CC(=C/C(=O)O)/C=C/c1ccc(Cl)o1 the results were TRPML3 ag 0.6, S1P4 agonist 0.7, m-calpain inh -15, TRPN1 ag 0.0, PERK inh 1.0, Ba/F3 V617F tox -5, S1P4 antagonist -16, EP2 mod 25 and BaF3 parental -2.
N/C(=N\N=C\c1cccs1)SC1CC(=O)N(c2ccc(Br)cc2)C1=O (stereo not given) was read as TRPML3 ag 1.1, S1P4 agonist 1.0, m-calpain inh -27, TRPN1 ag 0.3, PERK inh -0.1, Ba/F3 V617F tox 3, S1P4 antagonist -9, EP2 mod -41 and BaF3 parental 3.
`COc1ccc(C(=O)C2CCCN(Cc3cccc4c3OCO4)C2)cc1OC` (stereo not given) gave TRPML3 ag 0.4, S1P4 agonist 0.0, m-calpain inh -15, TRPN1 ag -0.2, PERK inh 0.8, Ba/F3 V617F tox 5, S1P4 antagonist 1, EP2 mod -11 and BaF3 parental 6.
Cn1/c(=N\NC(=O)c2ccccc2Cl)sc2ccccc21 was read as TRPML3 ag 0.6, S1P4 agonist 0.7, m-calpain inh -14, TRPN1 ag -0.8, PERK inh 0.4, Ba/F3 V617F tox 0, S1P4 antagonist -1, EP2 mod -30 and BaF3 parental 1.
For CCCn1c(CNc2ccccc2O)nc2ccccc21 the results were TRPML3 ag -0.3, S1P4 agonist -0.8, m-calpain inh 13, TRPN1 ag -0.9, PERK inh 1.1, Ba/F3 V617F tox -4, S1P4 antagonist -9, EP2 mod 13 and BaF3 parental 7.
Screening C=CCOC(=O)/C(=C/c1cccc2ccccc12)NC(=O)c1ccccc1 returned TRPML3 ag -0.7, S1P4 agonist 4.0, m-calpain inh 9, TRPN1 ag -0.1, PERK inh -0.3, Ba/F3 V617F tox -1, S1P4 antagonist -13, EP2 mod 28 and BaF3 parental 4.
CCOc1ccccc1NC(=O)Nc1cc(C(=O)O)ccc1C was read as TRPML3 ag 0.9, S1P4 agonist 1.2, m-calpain inh -21, TRPN1 ag 0.1, PERK inh 1.2, Ba/F3 V617F tox -4, S1P4 antagonist -11, EP2 mod 24 and BaF3 parental 3.
Screening C=CCSC1=C(C#N)C(c2ccccc2OC)CC(=O)N1 (stereo not given) returned TRPML3 ag 0.5, S1P4 agonist -2.4, m-calpain inh 12, TRPN1 ag -0.2, PERK inh 0.2, Ba/F3 V617F tox 3, S1P4 antagonist -9, EP2 mod -13 and BaF3 parental 2.
For COc1ccc2c(=O)cc(-c3ccccc3)n(C)c2c1 the results were TRPML3 ag -0.6, S1P4 agonist -1.9, m-calpain inh -6, TRPN1 ag -1.8, PERK inh -0.8, Ba/F3 V617F tox 3, S1P4 antagonist -29, EP2 mod 8 and BaF3 parental 5.
Screening CCOC(=O)CCC(=O)Nc1ccc(S(=O)(=O)N2CCCC2)cc1 returned TRPML3 ag 0.5, S1P4 agonist -2.4, m-calpain inh -28, TRPN1 ag 1.0, PERK inh 1.8, Ba/F3 V617F tox -2, S1P4 antagonist 11, EP2 mod 15 and BaF3 parental 3.
CC1=C(C#N)C(C(F)(F)F)(C(F)(F)F)N=C(c2ccco2)N1 was read as TRPML3 ag 2.7, S1P4 agonist 1.0, m-calpain inh 17, TRPN1 ag 4.4, PERK inh 0.8, Ba/F3 V617F tox 0, S1P4 antagonist -16, EP2 mod -14 and BaF3 parental 6.
Cc1cc(OCCCn2ccnc2)ccc1C(C)C was read as TRPML3 ag 0.7, S1P4 agonist -0.2, m-calpain inh 2, TRPN1 ag 0.6, PERK inh 0.8, Ba/F3 V617F tox -1, S1P4 antagonist -2, EP2 mod 9 and BaF3 parental 7.
Screening CO/N=C(/CS(=O)c1ccc(Br)cc1)c1ccc(OC)cc1 (stereo not given) returned TRPML3 ag -0.4, S1P4 agonist 0.6, m-calpain inh -12, TRPN1 ag -1.2, PERK inh -1.9, Ba/F3 V617F tox 3, S1P4 antagonist -10, EP2 mod -7 and BaF3 parental 5.
`NC(=O)C1(C(N)=O)OC1c1ccc(Cl)cc1Cl` (stereo not given) gave TRPML3 ag 0.8, S1P4 agonist -2.2, m-calpain inh -7, TRPN1 ag 0.9, PERK inh 1.5, Ba/F3 V617F tox -1, S1P4 antagonist -114, EP2 mod 21 and BaF3 parental 1.
`O=C1Nc2ccccc2C(O)(C(=O)NCc2ccco2)N1c1ccccc1` (stereo not given) gave TRPML3 ag 0.4, S1P4 agonist 1.7, m-calpain inh 5, TRPN1 ag -0.2, PERK inh 0.0, Ba/F3 V617F tox 1, S1P4 antagonist -16, EP2 mod 21 and BaF3 parental 5.
Screening O=C(CNC(=O)c1ccccc1C(=O)O)c1ccccc1 returned TRPML3 ag 0.0, S1P4 agonist -0.3, m-calpain inh -13, TRPN1 ag 0.5, PERK inh 0.0, Ba/F3 V617F tox 2, S1P4 antagonist 6, EP2 mod 35 and BaF3 parental 7.
CCc1nc2ccccc2c(C(=O)NCc2ccccc2)c1C was read as TRPML3 ag 0.1, S1P4 agonist -0.2, m-calpain inh 13, TRPN1 ag -0.3, PERK inh -0.9, Ba/F3 V617F tox 4, S1P4 antagonist -2, EP2 mod -53 and BaF3 parental 2.
For CCOC(=O)CCCCNCc1ccccc1 the results were TRPML3 ag 1.1, S1P4 agonist 0.3, m-calpain inh -2, TRPN1 ag -1.0, PERK inh -0.4, Ba/F3 V617F tox 1, S1P4 antagonist -2, EP2 mod 36 and BaF3 parental 6.
For CCOc1ccc(NC(=O)CC2C(=O)N(C)C(=S)N2Cc2ccc3c(c2)OCO3)cc1 (stereo not given) the results were TRPML3 ag 0.8, S1P4 agonist 0.7, m-calpain inh 0, TRPN1 ag 2.0, PERK inh -0.1, Ba/F3 V617F tox -1, S1P4 antagonist -6, EP2 mod -12 and BaF3 parental 3.
For C=C1c2ccc(C)cc2NC(=O)N1c1ccccc1 the results were TRPML3 ag 0.5, S1P4 agonist -1.4, m-calpain inh 5, TRPN1 ag 0.1, PERK inh 0.2, Ba/F3 V617F tox -1, S1P4 antagonist -12, EP2 mod 3 and BaF3 parental 4.
`FC(F)(F)c1ccc(C2NCCc3sccc32)cc1` (stereo not given) gave TRPML3 ag -0.3, S1P4 agonist 0.3, m-calpain inh -23, TRPN1 ag -0.7, PERK inh 0.6, Ba/F3 V617F tox 5, S1P4 antagonist 6, EP2 mod 3 and BaF3 parental 14.
`CCCC(=O)C1=C(O)C(C(=O)OC)C(C)(C)CC1=Nc1cccc2ccccc12` (stereo not given) gave TRPML3 ag -0.7, S1P4 agonist 0.8, m-calpain inh 0, TRPN1 ag -1.9, PERK inh -0.8, Ba/F3 V617F tox -3, S1P4 antagonist -16, EP2 mod 78* and BaF3 parental 2.
For CCOC(=O)c1c(NC(=O)C2C3CCC(O3)C2C(=O)O)sc2c1CCC(CC)C2 (stereo not given) the results were TRPML3 ag 1.3, S1P4 agonist -3.3, m-calpain inh 9, TRPN1 ag 0.4, PERK inh 0.2, Ba/F3 V617F tox 4, S1P4 antagonist -1, EP2 mod 15 and BaF3 parental 6.
For CCOC(=O)N1CCN(C(=O)C2CCN(S(=O)(=O)c3cc(OC)ccc3OC)CC2)CC1 the results were TRPML3 ag 1.0, S1P4 agonist 1.8, m-calpain inh -10, TRPN1 ag 1.0, PERK inh 0.1, Ba/F3 V617F tox -3, S1P4 antagonist -10, EP2 mod 32 and BaF3 parental 7.
Screening [O-]/[N+](=C\c1ccncc1)c1ccc(Br)cc1 returned TRPML3 ag 0.4, S1P4 agonist 1.6, m-calpain inh 20, TRPN1 ag 0.3, PERK inh -0.3, Ba/F3 V617F tox 4, S1P4 antagonist -6, EP2 mod 4 and BaF3 parental 1.
`CC(C)(C)c1ccc(OCC(=O)NNC(=O)Cc2cccs2)cc1` gave TRPML3 ag -1.5, S1P4 agonist -2.7, m-calpain inh 21, TRPN1 ag -0.4, PERK inh 1.2, Ba/F3 V617F tox -3, S1P4 antagonist -3, EP2 mod 15 and BaF3 parental -1.
O=C(Nc1nnc(SCc2c(Cl)cccc2Cl)s1)c1cccc([N+](=O)[O-])c1 was read as TRPML3 ag -0.2, S1P4 agonist 1.1, m-calpain inh 34, TRPN1 ag 2.0, PERK inh 0.7, Ba/F3 V617F tox 0, S1P4 antagonist -13, EP2 mod -45 and BaF3 parental -1.
`CC(=O)Nc1ccc(-c2cn3cccnc3n2)cc1` gave TRPML3 ag -0.1, S1P4 agonist 0.7, m-calpain inh inactive, TRPN1 ag 0.7, PERK inh 1.6, Ba/F3 V617F tox -5, S1P4 antagonist -5, EP2 mod 9 and BaF3 parental 2.
For C=CCc1c(C)nc(-c2ccccc2)nc1Nc1ccc(O)cc1 the results were TRPML3 ag 1.4, S1P4 agonist 3.0, m-calpain inh 2, TRPN1 ag -1.4, PERK inh 0.0, Ba/F3 V617F tox 0, S1P4 antagonist 6, EP2 mod 49 and BaF3 parental 3.
`COc1cccc(OCC(=O)NNC(=O)Cc2cccs2)c1` gave TRPML3 ag 0.2, S1P4 agonist 2.9, m-calpain inh -4, TRPN1 ag -0.3, PERK inh 0.2, Ba/F3 V617F tox 0, S1P4 antagonist -26, EP2 mod -41&23 and BaF3 parental 5.
`COc1ccc(N2C(=O)NC3CC2(C)Oc2ccccc23)cc1` (stereo not given) gave TRPML3 ag 1.2, S1P4 agonist -0.2, m-calpain inh -21, TRPN1 ag 0.3, PERK inh 1.1, Ba/F3 V617F tox 2, S1P4 antagonist 9, EP2 mod 19 and BaF3 parental 6.
`COc1ccc(NC(C)=O)cc1NC(=O)CN1CCN(CC(=O)Nc2ccc(Cl)cc2)CC1` gave TRPML3 ag 1.0, S1P4 agonist 1.8, m-calpain inh 11, TRPN1 ag 3.6, PERK inh 0.3, Ba/F3 V617F tox -2, S1P4 antagonist -12, EP2 mod -29 and BaF3 parental 5.

Four compounds from above, arranged by formula weight, lowest first.
CCc1nc2ccccc2c(C(=O)NCc2ccccc2)c1C was read as TRPML3 ag 0.1, S1P4 agonist -0.2, m-calpain inh 13, TRPN1 ag -0.3, PERK inh -0.9, Ba/F3 V617F tox 4, S1P4 antagonist -2, EP2 mod -53 and BaF3 parental 2.
Screening C=CCOC(=O)/C(=C/c1cccc2ccccc12)NC(=O)c1ccccc1 returned TRPML3 ag -0.7, S1P4 agonist 4.0, m-calpain inh 9, TRPN1 ag -0.1, PERK inh -0.3, Ba/F3 V617F tox -1, S1P4 antagonist -13, EP2 mod 28 and BaF3 parental 4.
`O=C1Nc2ccccc2C(O)(C(=O)NCc2ccco2)N1c1ccccc1` (stereo not given) gave TRPML3 ag 0.4, S1P4 agonist 1.7, m-calpain inh 5, TRPN1 ag -0.2, PERK inh 0.0, Ba/F3 V617F tox 1, S1P4 antagonist -16, EP2 mod 21 and BaF3 parental 5.
Screening CO/N=C(/CS(=O)c1ccc(Br)cc1)c1ccc(OC)cc1 (stereo not given) returned TRPML3 ag -0.4, S1P4 agonist 0.6, m-calpain inh -12, TRPN1 ag -1.2, PERK inh -1.9, Ba/F3 V617F tox 3, S1P4 antagonist -10, EP2 mod -7 and BaF3 parental 5.
